Source: PubChem (National Center for Advancing Translational Sciences (NCATS))
SNCA expr inh – Primary qHTS assay for inhibitors of alpha-synuclein gene (SNCA) expression | HEK-293 SNCA-luciferase knock-in, luminescence, 24 h | Potency, µM (top dose mostly 57.2 µM), without a hit: top-dose activity change, negative = inhibition, usual class: inhibitors | 140,000 compounds, 0.17% hits | AID 1671194, 2021;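 note: potency is the fitted concentration of half-maximal effect; plate controls were DMSO cells for no effect and cell-free wells for full effect; nearly all actives have a fitted effect of over 45% in size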
3T3 cytotox – Cytotoxic Profiling in NIH 3T3 Cell Line of Diverse Libraries Using Quantitative High-Throughput Screening. NIH 3T3 viability, CellTiter-Glo ATP luminescence, 48-72 h. Potency, µM (highest dose often 96.7 µM), without a hit: at the top dose activity change, negative = cytotoxicity, most hits filed as inhibitors. 94,000 compounds, 4.3% hits. AID 1345082, 2018; note: potency is the fitted concentration of half-maximal effect; nearly all actives have a fitted effect of over 55% in size
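Mouse fibroblast NIH 3T3 cells, 400 per well, received compound via pintool and were incubated for 48 or 72 hr prior to CellTiter-Glo ATP luminescence measurement.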
HEK cytotox – Cytotoxic Profiling in HEK 293 Cell Line of Diverse Libraries Using Quantitative High-Throughput Screening; HEK 293 viability, ATP luminescence (CellTiter-Glo), 48-72 h; AID 1345083, 2018; 94,000 compounds, 6.6% hits; Potency, µM (doses to about 115 µM), without a hit: at the top dose activity change, negative = cytotoxicity, hits mostly inhibitors; note: potency is the fitted concentration of half-maximal effect; nearly all actives have a fitted effect of over 60% in size
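HEK 293 cells at 250 cells/well were exposed to compounds by pintool transfer for 48 or 72 hr at 37 degree Celsius, 5% CO2. Viability was read as ATP-coupled luminescence with CellTiter-Glo after 10 min at room temperature.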
HEK293 viab – GF-AFC viability counterscreen for inhibitors of alpha-synuclein gene (SNCA) expression | Potency, µM (highest dose often 57.1 µM), for the others: at the top dose activity change, negative = cytotoxicity, actives largely listed as cytotoxic | HEK-293-SNCA-luc viability, GF-AFC fluorescence, 24 h | AID 1671193, 2021 | 150,000 compounds, 0.12% hits;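 note: potency is the fitted concentration of half-maximal effect; 0% = DMSO-treated cells and -100% = medium-only wells without cells; nearly all actives have a fitted effect of over 30% in size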
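HEK-293-SNCA-luc cells (1500/well) plated 24 h, then exposed 24 h to a dilution series; GF-AFC added 30 min at 37C, fluorescence 405/540 nm; normalised to medium-only and DMSO wells, Hill fit.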
GPT2 inh – Primary qHTS assay for inhibitors of Glutamate pyruvate transaminase 2 (GPT2); 100,000 compounds, 0.25% hits; Potency, µM (doses to about 57.7 µM), without a hit: top-dose activity change, negative = inhibition, usual class: inhibitors; Recombinant GPT2, coupled pyruvate oxidase/HRP Amplex Red fluorescence; Alanine aminotransferase 2 (Homo sapiens), Q8TD30; note: potency is the fitted concentration of half-maximal effect; nearly all actives have a fitted effect of over 60% in size; many of its hits are not listed in these tables
Target sequence (Q8TD30 whole entry, looked up): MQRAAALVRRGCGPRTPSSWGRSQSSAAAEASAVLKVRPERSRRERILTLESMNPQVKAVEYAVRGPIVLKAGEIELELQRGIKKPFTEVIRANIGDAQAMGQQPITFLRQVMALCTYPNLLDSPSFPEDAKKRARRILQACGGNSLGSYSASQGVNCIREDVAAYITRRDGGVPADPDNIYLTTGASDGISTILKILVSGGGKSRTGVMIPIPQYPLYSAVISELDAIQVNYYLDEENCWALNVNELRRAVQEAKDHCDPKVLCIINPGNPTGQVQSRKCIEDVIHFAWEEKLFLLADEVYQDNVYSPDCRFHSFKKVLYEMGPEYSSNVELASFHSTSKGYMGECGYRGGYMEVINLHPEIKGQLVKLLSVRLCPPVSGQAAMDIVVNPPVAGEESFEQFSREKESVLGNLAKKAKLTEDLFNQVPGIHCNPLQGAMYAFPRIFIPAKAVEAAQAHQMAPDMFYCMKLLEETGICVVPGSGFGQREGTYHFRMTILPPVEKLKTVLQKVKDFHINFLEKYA
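Inhibition is scored from Amplex Red fluorescence generated when pyruvate oxidase and HRP act on pyruvate released by GPT2. Reactions contain 10ng/uL enzyme, 250uM a-KG and 2mM L-alanine and run 30 min at room temperature.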
FLuc inh – Firefly luciferase inhibition profiling of diverse chemical library using quantitative high-throughput screening; purified P. pyralis luciferase, luminescence, biochemical; 76,000 compounds, 2.5% hits; Potency, µM (series often up to 115 µM), for the others: top-dose activity change, negative = inhibition, usual class: inhibitors; note: potency is the fitted concentration of half-maximal effect; nearly all actives have a fitted effect of over 65% in size
Target sequence (P08659 whole entry, looked up): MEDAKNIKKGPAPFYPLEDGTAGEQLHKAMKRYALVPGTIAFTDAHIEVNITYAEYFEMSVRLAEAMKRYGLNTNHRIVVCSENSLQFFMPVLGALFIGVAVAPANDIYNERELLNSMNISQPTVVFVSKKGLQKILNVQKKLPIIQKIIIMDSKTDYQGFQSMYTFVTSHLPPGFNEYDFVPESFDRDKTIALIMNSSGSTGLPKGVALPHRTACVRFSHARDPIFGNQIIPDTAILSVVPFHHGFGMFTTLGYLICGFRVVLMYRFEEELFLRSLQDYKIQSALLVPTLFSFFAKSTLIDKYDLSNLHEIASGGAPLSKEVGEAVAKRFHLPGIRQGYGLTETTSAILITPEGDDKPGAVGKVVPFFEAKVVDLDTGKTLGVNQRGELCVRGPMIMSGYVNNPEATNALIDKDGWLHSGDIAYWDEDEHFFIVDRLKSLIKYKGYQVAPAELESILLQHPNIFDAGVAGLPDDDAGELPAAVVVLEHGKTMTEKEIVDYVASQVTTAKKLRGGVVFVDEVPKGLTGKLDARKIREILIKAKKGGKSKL
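Purified 10nM P. pyralis luciferase with 10uM D-luciferin and 10uM ATP in 50mM Tris acetate pH 7.5, 10mM Mg acetate, 0.01% Tween-20, 0.05% BSA. qHTS titration; luminescence read by CCD imager.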
IP6K1 inhibitor – Primary qHTS assay for small molecule inhibitors of Inositol hexaphosphate kinase 1 (IP6K1); Inositol hexakisphosphate kinase 1 (Homo sapiens), Q92551; IP6K1 kinase, ADP-Glo luminescence, 2 h; hits give low values; activity change, % (series mostly up to about 58 µM); 140,000 compounds, 0.81% hits; AID 1645851, 2021; in the data active = activity change below about -25%
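ADP-Glo luminescence measures ADP made by human IP6K1 during a 2 h RT reaction with ATP/IP6 (mix at 1.3 mM/130 uM); top library doses 57.5 and 19.1 uM final.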
* = called active by the depositor; i = inactive; ? = inconclusive; nt = no result given; [ ] = remark or other dose. Unless noted, calls come from the whole dose curve; as a rule, active = well fitted curve in the direction sought with a large enough effect; inconclusive = small, poorly fitted or top-dose-only effect, or another doubt; inactive = no such curve, though single readings can be large; an effect the other way counts as inactive or inconclusive. Unless noted, % is set by controls: 0 for no effect and ±100 for the full control effect.

1	O=C(NC1CCN(Cc2ccccc2)CC1)c1ccc(Cn2c(=O)c3ccccc3n(Cc3ccccc3)c2=O)cc1
2	O=C(N[C@H]1[C@H](O)[C@H](O)C[C@@H]1c1cccnc1)C1CCC1
3	COc1ccccc1C(=O)N1CCn2c(nnc2-c2ccc(Cl)cc2)C1
4	CC1=NOC(C)(C(=O)N2CCCn3cncc3C2)C1 (configuration not stated)
5	CC1=C(C(N)=O)C(c2ccccc2Br)n2ncnc2N1 (configuration not stated)

Assay by compound,1,2,3,4,5
SNCA expr inh,?,4%[87.6 µM],-2%,-17%,3%
3T3 cytotox,nt,1%[230 µM],?,i,nt
HEK cytotox,nt,-2%[230 µM],-26%,i,nt
HEK293 viab,9%,2%[87.6 µM],-3%,7%,1%
GPT2 inh,nt,-10%[88.5 µM],-9%,i,nt
FLuc inh,nt,-1%[230 µM],nt,-6%,nt
IP6K1 inhibitor,9,-1,2,34,3

6	O=C(c1ccoc1)N1CCCn2cc(-c3ccccc3F)nc21
7	CC(=O)NC1(C)CCCN(Cc2cccc(-c3ccccc3)c2)C1 (configuration not stated)
8	CCOc1ccc(-c2nn(-c3ccccc3)cc2C2NC(=O)NC(C)=C2C(=O)OC(C)C)cc1C (configuration not stated)
9	COC[C@@H]1CN(S(=O)(=O)c2cn(C)cn2)C[C@H]1c1ccccn1
10	CCN(CC)C(=O)CCC1CCN(C(=O)c2ccccc2F)CC1

Assay by compound,6,7,8,9,10
SNCA expr inh,40%[activator],12%[87.6 µM],-21%,10%,61%[activator]
3T3 cytotox,i,?,nt,-13%,i
HEK cytotox,?,?,nt,-7%,-10%
HEK293 viab,-9%,2%[87.6 µM],-19%,-3%,-17%
GPT2 inh,i,-5%[88.5 µM],nt,?,i
FLuc inh,?,0%[172 µM],nt,-13%,35µM*
IP6K1 inhibitor,10,21,9,11,23

11	Cc1[nH]c2ccc(F)cc2c1-c1nc2c3cccnc3c3ncccc3c2[nH]1
12	Clc1ccccc1C1(c2ccnc(-c3ccccc3)n2)CCNCC1
13	CCOc1ccc(S(=O)(=O)N2CCN(c3c(C)cccc3C)CC2)c2ccccc12
14	COCC(=O)NC1CCN(Cc2cccc(-c3ccccc3OC)c2)CC1
15	COCc1nnc2n1CCC(NC(=O)c1n[nH]c3ccccc13)CC2 (configuration not stated)

Assay by compound,11,12,13,14,15
SNCA expr inh,nt,-11%,-9%,6%,3%
3T3 cytotox,nt,?,nt,-21%,i
HEK cytotox,nt,?,nt,i,i
HEK293 viab,?,-9%,12%,4%,1%
GPT2 inh,-37%,i,nt,3%,i
FLuc inh,nt,1%,nt,nt,0%
IP6K1 inhibitor,-9,23,-6,-2,-9

16	COc1ccc(CCNC(=O)C2=C(C)C(=O)OC23CCCCC3)c(OC)c1
17	O=C(N1CCOc2ccc(CN3CCc4ccccc4C3)cc2C1)C1(c2ccccc2)CC1
18	COc1cc2c(cc1OC)C(CNC(=O)C1CCCC1)N(C(=O)Nc1cccc(C)c1)CC2 (configuration not stated)
19	O=C(NCCc1csc(-c2cccnc2)n1)c1cccc(C(F)(F)F)c1
20	CC(C)C(=O)NC1CCN(c2ccc3nnc(-c4ccccc4)n3n2)C1 (configuration not stated)

Assay by compound,16,17,18,19,20
SNCA expr inh,-5%,-7%,-17%,0%,nt
3T3 cytotox,nt,?,-26%,nt,-18%
HEK cytotox,nt,45µM*,?,nt,-20%
HEK293 viab,-10%,-13%,-28%,-13%,nt
GPT2 inh,nt,3%,3%,nt,nt
FLuc inh,nt,3%,-5%,nt,nt
IP6K1 inhibitor,14,-1,1,8,-3

21	CCCOc1ccc(CN2CCn3nnc(CCC(=O)N4CCCC4)c3C2)cc1
22	CCCCc1cn(CC2CCN(C(=O)c3ccsc3)CC2)nn1
23	COc1ccc2[nH]c(CNc3cc(C4CC(N)C4)nc(C)n3)cc2c1 (configuration not stated)
24	CCCCN(CC)C(=O)CC1CCCN(c2cn[nH]c(=O)c2)C1 (configuration not stated)
25	Cc1nc(-c2ccc(F)cc2)sc1CCNC(=O)c1ccccc1C(F)(F)F

Assay by compound,21,22,23,24,25
SNCA expr inh,-9%,61%[activator],11%,23%,65%[activator]
3T3 cytotox,-31%,-24%,-16%,-8%,nt
HEK cytotox,?,-2%,?,1%,nt
HEK293 viab,-13%,0%,1%,11%,-28%
GPT2 inh,i,-11%,i,3%,nt
FLuc inh,nt,?,-2%,12%,nt
IP6K1 inhibitor,19,0,-11,39,19

26	COc1cc(F)c(CN2CC[C@@](O)(C3CC3)[C@H](C)C2)cc1OC
27	C=CCCC(=O)N1[C@@H](c2ccco2)[C@@H](C(=O)OCC)C[C@]12CCCCN(CCOC)C2=O
28	CCCc1cc(N2CCC(NCc3c(F)cccc3Cl)CC2)nc(C)n1
29	C=CCn1cc(CN(Cc2ccco2)Cc2cccs2)c(C)n1
30	COCCN1CCCC2(CCN(Cc3cc(-c4ccccc4)no3)C2)C1=O (configuration not stated)

Assay by compound,26,27,28,29,30
SNCA expr inh,?,nt,-10%,-25%,-22%
3T3 cytotox,-3%,-16%,?,?,2%
HEK cytotox,-3%,?,?,?,-9%
HEK293 viab,-18%,nt,-9%,4%,3%
GPT2 inh,i,nt,0%,i,4%
FLuc inh,-1%,nt,7%,7%,-12%
IP6K1 inhibitor,4,-14,0,11,0

Compound profiles, as listed above. Order of values: SNCA expr inh | 3T3 cytotox | HEK cytotox | HEK293 viab | GPT2 inh | FLuc inh | IP6K1 inhibitor
Record of CC1=NOC(C)(C(=O)N2CCCn3cncc3C2)C1 (configuration not stated) = -17% | i | i | 7% | i | -6% | 34
Record of COc1ccc2[nH]c(CNc3cc(C4CC(N)C4)nc(C)n3)cc2c1 (configuration not stated) = 11% | -16% | ? | 1% | i | -2% | -11
Record of COc1cc2c(cc1OC)C(CNC(=O)C1CCCC1)N(C(=O)Nc1cccc(C)c1)CC2 (configuration not stated) = -17% | -26% | ? | -28% | 3% | -5% | 1

Carrying on.
31	Cc1cc(C)n2c(Nc3cccc(C(F)(F)F)c3)c(-c3ccsc3)nc2n1
32	Cc1cc(NC(=O)c2ccc(Br)o2)cc(-c2nc3ccccc3o2)c1O
33	O=C(c1cnccn1)N1CCC(N2CC3CC(C2)[C@H]2CCCC(=O)N2C3)CC1 (some centres not stated)
34	CSc1ccc(CN2CCN(Cc3ccccc3F)C(CCO)C2)cc1 (configuration not stated)
35	O=C(c1ccc2c(c1)OCO2)c1cn(Cc2ccc(F)cc2)c2ccccc2c1=O

Assay by compound,31,32,33,34,35
SNCA expr inh,?,8%,-26%,9%,-10%
3T3 cytotox,nt,nt,2%,-18%,nt
HEK cytotox,nt,nt,-3%,?,nt
HEK293 viab,?,7%,-1%,-2%,?
GPT2 inh,nt,nt,-11%,-10%,nt
FLuc inh,nt,nt,-7%,-11%,nt
IP6K1 inhibitor,-3,14,-11,0,-1

36	O=C([C@@H]1Cc2nc[nH]c2CN1Cc1ccc(Cl)cc1)N1CCOCC1
37	Cc1cccc(C(=O)NCC(=O)N2CCCCCCNC(=O)CC2c2ccccc2)c1 (configuration not stated)
38	CNC(=O)c1cc(C2CC2)nc2onc(C3CCN(C(=O)Cc4ccc(F)cc4)CC3)c12
39	COC(=O)[C@@H]1[C@H]2C[C@@H]3c4[nH]c5ccccc5c4CCN3C[C@@H]2CC[C@@H]1O
40	Cc1cccc(-c2cc(NC(=O)c3ccccc3C)n(-c3ccccc3)n2)c1

Assay by compound,36,37,38,39,40
SNCA expr inh,-6%[87.6 µM],10%,nt,-7%,127%[activator]
3T3 cytotox,-29%[138 µM],-7%,?,nt,nt
HEK cytotox,?,0%,?,nt,nt
HEK293 viab,1%[87.6 µM],-2%,nt,0%,-5%
GPT2 inh,1%[88.5 µM],i,nt,i,nt
FLuc inh,-13%[172 µM],4%,nt,nt,nt
IP6K1 inhibitor,11,4,0,nt,8

41	c1cnc(N2CCC3(CCCN3Cc3ccc(-c4ccn[nH]4)o3)CC2)nc1
42	COc1cc(C)c2c(c1C)C[C@H](C(C)C(=O)N1CCN(CCO)CC1)CC2 (some centres not stated)
43	COCC(=O)N[C@H]1C[C@@H](CO)N(Cc2cccc(C#N)c2)C1
44	CN(Cc1ccccc1)S(=O)(=O)c1ccc(F)c(C(=O)Nc2cccc(Cl)c2Cl)c1
45	O=C(CN1C(=O)C(Oc2ccc(F)cc2)C12CCCCC2)NCC1CC1 (configuration not stated)

Assay by compound,41,42,43,44,45
SNCA expr inh,44%[activator],-3%[87.6 µM],6%,-7%,-2%
3T3 cytotox,0%,-6%[138 µM],1%,nt,-21%
HEK cytotox,-8%,?,-3%,nt,?
HEK293 viab,5%,0%[87.6 µM],14%,-11%,7%
GPT2 inh,5%,-7%[88.5 µM],i,nt,i
FLuc inh,8%,-1%[172 µM],-3%,nt,nt
IP6K1 inhibitor,0,2,3,-16,-3

46	Cc1ccc(CCNC(=O)c2c(C)oc3ncnc(N4CCOCC4)c23)cc1
47	COc1cccc(NC(=O)N2CCN3C(=O)N(Cc4ccc(C)cc4)C[C@H]3C2)c1
48	CCOc1ccc(C2CC(=O)Nc3nc(SCc4ccccc4C)[nH]c(=O)c32)cc1OC (configuration not stated)
49	CCOc1ccc(CNC(=O)C2CCN(S(=O)(=O)c3c(C)noc3/C=C/c3ccc(C)cc3)CC2)cc1OC
50	CC(C)Cn1cc(NC(=O)N2CCN(c3cccc(C(F)(F)F)c3)CC2)c2ccccc2c1=O

Assay by compound,46,47,48,49,50
SNCA expr inh,-18%,17%[87.6 µM],-20%,-16%,-22%
3T3 cytotox,nt,-14%[138 µM],nt,nt,nt
HEK cytotox,nt,-16%[172 µM],nt,nt,nt
HEK293 viab,9%,1%[87.6 µM],1%,-8%,4%
GPT2 inh,nt,i,nt,nt,nt
FLuc inh,nt,?,nt,nt,nt
IP6K1 inhibitor,17,2,31,2,3

51	Fc1ccccc1CNCc1ccc(-c2ccnc3[nH]ccc23)cc1
52	CC1CCN(c2nc3ccc(C(=O)NCc4ccc(Cl)cc4)cc3s2)CC1
53	C[C@H]1[C@@H]2[C@@H](O)C([C@H](C)C(=O)NCc3ccccc3)CC[C@@]2(C)CC[C@@H]1NC(=O)c1ccncc1 (some centres not stated)
54	CCOC(=O)c1cccc(NC(=O)c2ncoc2-c2ccco2)c1

Assay by compound,51,52,53,54
SNCA expr inh,nt,117%[activator],-3%,54%[activator]
3T3 cytotox,nt,nt,-1%,nt
HEK cytotox,nt,nt,-1%,nt
HEK293 viab,7%,-1%,9%,-3%
GPT2 inh,5%,nt,i,nt
FLuc inh,nt,nt,-1%,nt
IP6K1 inhibitor,-42*,-2,7,21

An excerpt; rates above refer to the full screens.
